Screening data deposited in PubChem BioAssay by Sanford-Burnham Center for Chemical Genomics.
GRIN3A LBD mod: NR3A (human) ligand-binding domain modulation | Tm shift relative to glycine control, % at 25 µM | NR3A LBD differential scanning fluorimetry, Tm shift; 0% = protein alone, 100% = glycine-bound protein | AID 1259313 | 340,000 compounds, 2.5% hits;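 active = melting temperature shift of at least 10% of the positive control shift, at one fixed dose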
hIAP activ: increases human intestinal alkaline phosphatase activity; P09923; purified human IAP, CDP-Star luminescence, 30 min; hits give high values; 1 = vehicle-only enzyme, 0 = enzyme-free background; activation factor at 10 µM; 330,000 compounds, 0.16% hits; AID 2524;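 active = activation factor of the enzyme at least 2-fold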; note: the source names both 10 and 20 µM as test concentration; values of inactives mirror those of a sister screen read the other way
SENP1 inh: SENP1 (human) catalytic domain inhibition; Q9P0U3; inhibition, % at 10 µM; 360,000 compounds, 0.21% hits; AID 624204; recombinant SENP1 catalytic domain, CyPet-SUMO1-YPet FRET cleavage;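 active = inhibition at least 30% at 10 µM, raw YFP signal under a set limit, fluorescence ratio 0.5 to 1.5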;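 note: 0% = enzyme with DMSO and 100% = no enzyme wells; some results filed as inactive read as strong as hits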
Target sequence (Q9P0U3 419-644 limits assumed): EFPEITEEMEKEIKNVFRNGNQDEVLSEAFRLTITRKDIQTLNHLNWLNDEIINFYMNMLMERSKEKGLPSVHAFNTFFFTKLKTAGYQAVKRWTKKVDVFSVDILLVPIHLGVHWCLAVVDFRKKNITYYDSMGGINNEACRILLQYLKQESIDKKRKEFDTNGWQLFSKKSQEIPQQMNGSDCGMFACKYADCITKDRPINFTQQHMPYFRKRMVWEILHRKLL
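material = recombinant human SENP1 catalytic domain, His6-tagged | quantity = 20 pM enzyme | reagent = 25 nM SUMO1 FRET substrate | compound dosing = 10 µM single point, 0.5% DMSO | timing = 50 min enzyme reaction, room temperature, light-protected | detection = FRET, CFP and YFP emission | control set = no-enzyme low, enzyme-DMSO high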
SENP8 block: inhibitors of human SENP8 protease | Q96LD8 | recombinant SENP8, Nedd8 substrate fluorescence | inhibition, % at 20 µM | 360,000 compounds, 0.64% hits | AID 602440; in the data active = inhibition mostly above about 40%, no sharp cut-off; inactive = mostly below about 27%
Target sequence (Q96LD8 whole entry, looked up): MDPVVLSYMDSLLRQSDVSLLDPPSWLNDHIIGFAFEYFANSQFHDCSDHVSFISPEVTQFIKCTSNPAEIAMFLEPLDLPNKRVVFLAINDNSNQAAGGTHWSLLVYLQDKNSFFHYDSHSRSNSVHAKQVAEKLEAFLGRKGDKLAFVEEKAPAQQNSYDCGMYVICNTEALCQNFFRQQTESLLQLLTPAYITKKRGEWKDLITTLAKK
ATG4B inhibitor: ATG4B (human) cysteine protease inhibition; Q9Y4P1; ATG4B cleavage of LC3-PLA2, NBD-HPC fluorescence, 1 h; inhibition, % at 8.33 µM; 340,000 compounds, 0.51% hits; AID 504462; in the data active = inhibition above about 40%
Target sequence (Q9Y4P1 whole entry, looked up): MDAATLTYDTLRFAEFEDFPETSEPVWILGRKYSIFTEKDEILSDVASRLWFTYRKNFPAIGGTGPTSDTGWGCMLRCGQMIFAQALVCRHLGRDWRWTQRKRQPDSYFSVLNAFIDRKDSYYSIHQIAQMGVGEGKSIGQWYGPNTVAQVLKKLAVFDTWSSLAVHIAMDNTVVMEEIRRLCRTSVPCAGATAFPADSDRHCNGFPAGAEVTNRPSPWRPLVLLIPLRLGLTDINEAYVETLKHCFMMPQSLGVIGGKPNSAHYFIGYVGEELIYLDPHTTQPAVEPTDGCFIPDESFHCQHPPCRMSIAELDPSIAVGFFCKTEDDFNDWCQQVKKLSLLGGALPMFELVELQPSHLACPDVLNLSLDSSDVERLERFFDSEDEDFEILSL
PfGluPho inh: PfG6PD (Plasmodium falciparum) enzyme inhibition | inhibition, % at 20 µM | 350,000 compounds, 0.78% hits | PfGluPho enzyme, NADPH resazurin-diaphorase fluorescence;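 active = inhibition reaching at least a set limit at 20 µM in the primary screen, cut at about 59% in these data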;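 note: 0% = DMSO wells with substrate and 100% = DMSO wells lacking glucose-6-phosphate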
MPTP block: blocks calcium-induced mitochondrial swelling; AID 602449; inhibition, % at 10 µM; isolated mouse mitochondria, Ca2+ swelling absorbance, 30 min; 360,000 compounds, 1.4% hits;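 active = inhibition of 50% or more, scaled per plate between neutral and stimulator controls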;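 note: 0% = DMSO wells given calcium and 100% = 1 mM EGTA wells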
SENP6 block: inhibitors of human SENP6 protease | Q9GZR1 | Recombinant SENP6 catalytic domain, aminoluciferin luminescence | inhibition, % at 10 µM | 330,000 compounds, 1.8% hits | AID 2599;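 active = inhibition above about 50% at the single tested dose, limit read from the data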;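 note: plate controls were DMSO wells with enzyme for no effect and DMSO wells lacking enzyme for full effect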
An asterisk follows results filed as active; . = not tested or not shown.

nr	mol	SENP8 block	hIAP activ	MPTP block	ATG4B inhibitor	GRIN3A LBD mod	SENP6 block	PfGluPho inh	SENP1 inh
1	COc1cc(C(CCN2CCN(c3ccccc3)CC2)c2c(OC)cc(OC)c3c(C)cc(=O)oc23)cc(OC)c1OC (stereo not drawn)	-144	0.97	0.1	-7	-1	9	19	0
2	C=CCc1c(N(CC)CC)nc(C)[nH]c1=O	11	0.89	-0.2	4	0	-12	-6	-1
3	C=CCn1c(CCCNC(=O)c2ccccc2OC)nc2ccccc21	12	1.1	0.9	-1	-3	-9	1	2
4	C#Cc1ccc([C@H]2C=C(C(=O)OCC=C)O[C@@H](OCC)[C@@H]2CCCO)cc1	6	0.98	-0.1	-8	4	1	15	1
5	Clc1ccc(C2=Nc3cc(Cl)ccc3OC2)cc1	11	0.84	1.5	-2	0	81*	8	2
6	C/C(=C\C(=O)c1ccc(C)cc1)Nc1cccc(O)c1	16	0.96	8.7	-9	4	84*	33	-5
7	CC(=O)Nc1ccc(S(=O)(=O)Oc2ccc(/C=N/N=C3/NC(=O)C(CC(=O)O)S3)cc2)cc1 (stereo not drawn)	15	1	-1.1	7	0	36	-39	1
8	CCN(Cc1cc(=O)n2ccsc2n1)Cc1nc2ccccc2c(=O)[nH]1	-264	1.2	-2.0	7	1	-16	10	-21
9	CCOc1cc2c(cc1OCC)C(c1ccccc1)N(c1ccc(C(=O)O)cc1)C(=O)C2 (stereo not drawn)	11	0.96	1.5	-4	0	-14	-10	4
10	COc1ccc(CN(Cc2ccc(C(=O)O)cc2)C(=S)Nc2ccccc2C)cc1OC	2	1.1	-0.3	-5	-1	-20	-10	-1
11	COc1cccc(-c2c(C(=O)N/N=C/c3ccsc3)nnn2-c2nonc2N)c1	5	0.87	-1.7	-8	-1	-14	53	2
12	c1ccc(-n2nnnc2Sc2n[nH]c(-c3ccncc3)n2)cc1	-1	0.86	1.8	3	-2	-4	-1	-3
13	CCOc1cc(/C=C2\SC(=Nc3ccc(CC)cc3)NC2=O)ccc1OCC(=O)O	-193	1.1	-0.6	9	.	-8	-41	-95
14	O=C(COC(=O)c1ccccc1S(=O)(=O)N1CCCCC1)NCC(F)(F)F	8	1	-0.3	-5	0	-6	-1	0
15	Cc1cccc(NC(=O)CCS(=O)(=O)c2ccccc2)c1	9	0.92	1.1	-2	0	-3	13	12
16	CC1=C(C(=O)OCc2ccc3c(c2)OCO3)C(c2ccccc2OCc2ccccc2)NC(=O)N1 (stereo not drawn)	9	1	-0.8	-13	3	-14	33	-1
17	O=C(CC(Sc1ccccc1)c1cccs1)c1ccco1 (stereo not drawn)	19	1.1	1.9	7	2	-16	5	0
18	Cc1cc(N=Cc2c(O)ccc3cc(Br)ccc23)no1	-27	.	17	35	-4	.	9	-108
19	Cc1cccn2cc(CSc3nnc(Nc4ccc(C(C)C)cc4)s3)nc12	9	1.1	5.7	-7	-10	-6	11	0
20	CCOC(=O)c1c(CN2CCCCC2C)oc2ccc(OC)cc12 (stereo not drawn)	17	1.2	0.1	2	-4	-4	-12	-7
21	CC(=O)Nc1ccc(Nc2c([N+](=O)[O-])c(=O)n(-c3ccccc3)c3ccccc23)cc1	5	1.1	-0.6	3	-1	21	4	0
22	COc1ccccc1NC(=O)Nc1cc(F)ccc1F	12	0.92	5.9	-12	-2	49	12	1
23	O=C(Cc1ccc2ccccc2c1)NC(Cc1ccccc1)C(=O)O (stereo not drawn)	12	.	1.3	-1	1	.	-17	1
24	COC(=O)CC1SCCNC1=O (stereo not drawn)	16	0.9	-1.2	3	1	1	-2	-1
25	CC(CC(=O)N1CCc2ccccc21)S(=O)(=O)c1ccc2c(c1)NC(=O)CO2 (stereo not drawn)	18	0.98	-0.5	-2	0	5	-15	1
26	Cc1cccc(Cn2nnc3ccccc32)c1O	8	1.1	-0.4	-1	-5	-2	10	2
27	O=C(NNC(=S)Nc1cccc2ccccc12)c1cccc(Br)c1	-84	1.9	68*	26	4	4	-18	3
28	CCN1CCN(S(=O)(=O)c2ccc(Cl)c(C(=O)Nc3ccc(OC(F)F)cc3)c2)CC1	-110	1.1	2.3	1	1	-17	6	-3
29	O=C(CN1CCN(c2ncc(C(F)(F)F)cc2Cl)CC1)NC(=O)NCc1ccccc1	2	0.9	2.7	-2	1	5	-3	3
30	CCn1cc(C(=O)N2CCCC2)c(=O)c2cc(S(=O)(=O)N(C)C)ccc21	5	0.98	-1.0	-1	-1	-1	-20	3
31	O=C(Nc1ccccn1)c1ccc(Cl)c(S(=O)(=O)N2CCc3ccccc32)c1	6	1.1	-1.0	-11	-7	1	12	5
32	Cc1cc(C)cc(N(C(C)C(=O)Nc2c(C)n(C)n(-c3ccccc3)c2=O)S(C)(=O)=O)c1 (stereo not drawn)	22	0.98	-0.4	-8	-5	-2	-3	2
33	CCCCNC(=O)CSc1nnc(Cc2ccc(Cl)c(Cl)c2)c(=O)[nH]1	-2	0.97	0.2	2	0	-8	-35	-2
34	CC(C)(C)NC(=O)NC(=O)CN1C(=O)NC(c2ccccc2)(c2ccccc2)C1=O	9	0.89	0.4	-14	1	-10	15	0
35	Cc1noc(C)c1CCC(=O)N1CCCC(CCC(=O)NCc2ccccc2F)C1 (stereo not drawn)	.	0.98	.	7	0	4	-10	.
36	CN(C)CCN(Cc1ccccc1)c1ccnc(N(C)C)c1C#N	-188	0.83	-0.7	-9	2	-17	-3	-1
37	CSCCC(NS(=O)(=O)c1ccccc1F)C(=O)N1CCCCCCC1 (stereo not drawn)	1	0.84	-0.5	8	-4	-4	-14	-3
38	COc1ccc(C)cc1NC(=O)c1ccc(NS(=O)(=O)c2cccs2)cc1	5	0.93	1.0	-4	-6	10	-29	0
39	CC1CCCN(C2=C(NS(=O)(=O)c3ccc(Cl)cc3)C(=O)c3ccccc3C2=O)C1 (stereo not drawn)	60*	0.96	6.1	-8	-12	32	11	0
40	C(=N\NCc1ccccc1)/c1ccc2ncccc2c1	12	1.1	3.1	-10	2	29	-3	2
41	Cc1ccc(S(=O)(=O)Oc2ccccc2/C=C2\SC(=O)NC2=O)cc1	-11	1.2	35	1	-35	1	4	1
42	O=S(=O)(Cc1ccccc1)Nc1ccc(Br)cn1	-13	1	-1.9	6	-2	5	-28	0
43	COc1cccc(/C=C/C(=O)OCC(=O)c2ccc[nH]2)c1	-276	.	1.2	.	.	.	1	-4
44	Cn1c(N)nc2nc[nH]c2c1=S	-3	.	-0.3	7	0	.	33	1
45	CC(=O)c1cccc(S(=O)(=O)N(CCCO)Cc2cc3ccc(C)cc3[nH]c2=O)c1	-9	0.99	-2.0	-7	-1	14	-14	0
46	N#C/C(=C/c1ccc(-c2ccccc2)o1)c1nc(-c2cccs2)cs1	34	.	2.5	-7	7	.	16	-25
47	COC(=O)C1=C(C)C(c2ccc(OC)cc2)NC(=O)N1 (stereo not drawn)	3	0.85	2.7	1	-2	5	-8	1
48	COc1ccccc1CNC(=O)COC(=O)c1cc(=O)c2ccccc2o1	6	0.86	-0.4	-2	0	-6	-9	1
49	Cc1cccc(-c2ccc3[nH]c4c(c3c2)CCN2C[C@@H]([C@H](C)O)[C@@H](N(C)C(=O)NC3CCCCC3)C[C@@H]42)c1	-323	.	0.5	.	.	.	5	-28
50	CC(=O)c1cccc(S(=O)(=O)NC2CC2)c1	13	0.94	1.5	-2	0	1	3	0
51	C=CCNS(=O)(=O)c1cccc(C(C)=O)c1	19	1	-1.1	-13	-1	1	-15	1
52	CCOC(=O)c1sc2nc(C)n(CC(=O)NCC3CCCO3)c(=O)c2c1C (stereo not drawn)	26	0.99	-3.0	-1	1	-4	13	2
53	CCNC(=S)N1CCN(CCN=CC2=C(O)CC(C)(C)CC2=O)CC1	15	0.87	0.2	-3	0	8	-9	1
54	COc1cccc(CN2CCN(C(=O)c3ccc(-c4ccccc4)cc3)CC2)c1OC	7	0.93	0.0	-17	4	5	2	1
55	CN(C)c1nc2ccccc2n(C)c1=O	-11	0.91	-1.3	1	-1	5	-13	1
56	COc1ccc(Cl)cc1C(=O)CSc1nnnn1C1CCCCC1	18	0.96	0.9	-11	-13	-2	10	1
57	CCCCC(=O)Nc1ncc([N+](=O)[O-])s1	14	0.95	0.8	-1	1	15	-1	-5
58	Cc1nn(C)cc1[C@@H]1C[C@H]2CN(Cc3cccc(Cl)c3)C(=O)[C@]23CCCN13	10	1	0.6	-8	0	-13	-15	3
59	O=C(O)CC/C(=N\Nc1ccc([N+](=O)[O-])cc1S(=O)(=O)N1CCOCC1)c1cccs1	-120	0.93	2.6	-1	-1	-6	13	-35
60	COc1ccc(/C=C/C(=O)Nc2cc(C(F)(F)F)ccc2Cl)cc1	-7	1	3.0	-14	15*	0	-3	3

Next records.
nr	mol	SENP8 block	hIAP activ	MPTP block	ATG4B inhibitor	GRIN3A LBD mod	SENP6 block	PfGluPho inh	SENP1 inh
61	COc1cc(C(=O)NCCC(=O)NCCc2ccc(Cl)cc2)cc(OC)c1OC	22	1.1	-0.6	0	-4	-2	-5	1
62	CCOC(=O)C1=C(C)Nc2nc(=S)[nH]n2C1c1ccc(Cl)cc1 (stereo not drawn)	-1	1.1	-0.6	0	-5	-13	61*	-2
63	COc1ccc2cc(CCl)c(Cl)nc2c1	-51	0.95	1.0	-1	2	0	12	-7
64	O=C(CN1CCCCC1)NNC(=O)c1cccc(Br)c1	15	1.7	-2.7	-12	1	-1	1	1
65	O=C1CCCC(O)=C1Sc1ccccc1C(=O)O	6	0.85	0.3	-17	-3	8	-4	3
66	COc1ccc(CNC(=O)Nc2ccccc2)cc1	10	1	1.6	1	-3	11	-13	1
